Compound activity: PubChem BioAssay, National Center for Advancing Translational Sciences (NCATS)
p53null 39C tox = qHTS Screen for Compounds that Selectively Target Cancer Cells with p53 Mutations: Cytotoxicity of p53 Null Cells at the Nonpermissive Temperature; H1299 p53-null (neo) cells, 39C, ATPlite viability, 24 h; Potency, µM (top dose mostly 46.1 µM), without a hit: top-dose activity, negative = cell killing, hits mostly cytotoxic; actives 0.97% (n = 55,000); AID 904, 2007;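 note: 0% = DMSO only and -100% = full killing by 100 µM tamoxifen; nearly all actives have a fitted effect of over 50% in size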
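Temperature-shift cytotoxicity format: compound titrations on p53-null or A138V-expressing H1299 cells held 24 hr at 39C, cell ATP then measured, AC50 from Hill model.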
p53null 32C kill = qHTS Screen for Compounds that Selectively Target Cancer Cells with p53 Mutations: Cytotoxicity of p53 Null Cells at the Permissive Temperature | Potency, µM (highest dose often 46.1 µM), for the others: top-dose activity change, negative = cytotoxicity, actives largely listed as cytotoxic | actives 0.62% (n = 55,000) | H1299-neo p53 null cells, ATP luminescence, 24 h, 32C;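 note: 0% = DMSO only and -100% = full killing by 100 µM tamoxifen; nearly all actives have a fitted effect of over 55% in size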
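We seeded p53-null H1299-neo cells, incubated them overnight at 37C, and added compounds across a range up to 46 uM. After 24 hours at 32C, ATP reagent was applied for 20 min at room temperature and luminescence recorded.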
Starred values were filed as active, the others as inactive; ? = inconclusive; [ ] = dose if it differs, or a comment. Calls come from the whole dose curve; as a rule, active = well fitted cell-killing curve with a large enough effect; inconclusive = small, poorly fitted or top-dose-only effect; inactive = no such curve, though single readings can be large or run the other way. Potency is the fitted concentration of half-maximal effect. The list is partial. The share of hits here may be higher or lower than overall.

SMILES	p53null 39C tox	p53null 32C kill
CCc1ccc(C2=CC(c3cc(Br)ccc3F)n3ncnc3N2)cc1 (stereo not given)	-3%	5%
CCOC(=O)C1CCN(C(=O)Nc2ccc3nccnc3c2)CC1	11%	0%
COc1ccc(-c2ccc(-c3noc(-c4ccco4)n3)c(OC)n2)cc1	-22%	-14%
O=c1[nH]c(SCc2ccccc2)nnc1-c1ccccc1	0%	-18%
Cc1c(O)cc2n(c1=O)-c1ccc(Cl)cc1C2(C)C	1%	7%
CC(C)OCCCNC(=O)c1ccc(N(C)S(C)(=O)=O)cc1	38%[activator]	-18%
CC1Cc2nc(SCC(=O)Nc3ccccc3F)n(C)c(=O)c2S1 (stereo not given)	8%	15%
COc1ccc(OCCSc2nnc(C)n2-c2ccccc2)cc1	-7%	-12%
Cc1cc(-c2ccccc2)nc2cc(C(=O)NCCCn3ccnc3)nn12	46%[activator]	7%
CCOc1ccc(NC(C(=O)Nc2cccc(C(C)=O)c2)c2ccccc2)cc1 (stereo not given)	-4%[1.84 µM]	-23%
CCn1nnnc1SCC(=O)Nc1cc(C)on1	-4%	9%
Cn1c(=O)[nH]c(=O)c2c1nc(CN1CCN(c3ccccc3F)CC1)n2CCCc1ccccc1	-1%	8%
COc1cccc(C(=O)Cn2c(NCCO)nc3ccccc32)c1	-12%	-6%
O=C(CN1CCOCCOCCOCCOCC1)Nc1ccccc1	5%	1%
COCC(=O)Nc1nnc(Cc2ccc(OC)cc2)s1	13%	-4%
CC1CCC2(CC1)C(Nc1cccc(Cl)c1)=NC(=S)N2CC#N (stereo not given)	4%	9%
CCSc1nnc(NC(=O)c2cccnc2Cl)s1	-3%	-10%
COc1ccnc(CSC(N)=Nc2ccc(F)cc2)c1	-2%	-2%
S=c1[nH]nc(-c2ccco2)n1/N=C/c1ccc(Cl)cc1	23%	-2%
COc1ccc(NC(=O)Nc2ncccc2C)cc1	4%	4%
Cc1nnc(NC(=O)CSc2nc3ccccc3o2)s1	-4%	-5%
CCOC(=O)C1CCC2(CC1)C(C#N)=C(N)Oc1n[nH]c(C)c12 (stereo not given)	-10%	5%
Cc1occc1C(=O)NCc1cccs1	-10%	-7%
Cc1ccc(N(CC(=O)N2CC(=O)Nc3ccccc32)S(=O)(=O)c2ccc3c(c2)OCCO3)cc1	8%	-2%

Record cards (already shown):
`COc1cccc(C(=O)Cn2c(NCCO)nc3ccccc32)c1` as listed: p53null 39C tox = -12%; p53null 32C kill = -6%
`COCC(=O)Nc1nnc(Cc2ccc(OC)cc2)s1` as listed: p53null 39C tox = 13%; p53null 32C kill = -4%
`CC1CCC2(CC1)C(Nc1cccc(Cl)c1)=NC(=S)N2CC#N` (stereo not given) as listed: p53null 39C tox = 4%; p53null 32C kill = 9%

Additional structures follow.
SMILES	p53null 39C tox	p53null 32C kill
COc1ccc(NC(=O)CSc2ccccn2)cc1	-5%	-12%
CC(=O)N(C)c1ccc(NC(=O)C(F)(F)F)cc1	5%	5%
CN(C)c1ccc([N+](=O)[O-])cc1C(=O)O	-7%	-3%
COc1cccc(/C=N/n2nnnc2N)c1OCc1ccccc1Cl	28%	9%
CC(=O)Nc1ccc(S(=O)(=O)NCc2cn3ccsc3n2)cc1	-9%	-8%
COc1ccccc1N(CC(=O)NCCSc1ccccc1)S(C)(=O)=O	10%	9%
CCCCNC(=O)c1ccc(CNc2c(N3CCC(C(=O)OCC)CC3)c(=O)c2=O)cc1	13%	-3%
CCC1(C)NC(=O)N(CC(=O)Nc2sc3c(c2C(=O)OC)CCCCC3)C1=O (stereo not given)	-10%[1.84 µM]	-11%
Fc1ccc(OCc2nnc(SCCN3CCOCC3)o2)cc1	0%	-4%
CC1CC2(CCCCC2)Nc2ccc3ccccc3c21 (stereo not given)	22%	3%
O=S1(=O)CC/C(=N\O)c2ccccc21	4%	1%
Cc1cc(NC(=O)CCN2C(=O)C3C4CCC(C4)C3C2=O)cc(C)c1Br (stereo not given)	-8%	4%

Reformatted field by field: entries from further up.
CC1CC2(CCCCC2)Nc2ccc3ccccc3c21 (stereo not given)
  p53null 39C tox: 22%
  p53null 32C kill: 3%

O=S1(=O)CC/C(=N\O)c2ccccc21
  p53null 39C tox: 4%
  p53null 32C kill: 1%

Cc1cc(NC(=O)CCN2C(=O)C3C4CCC(C4)C3C2=O)cc(C)c1Br (stereo not given)
  p53null 39C tox: -8%
  p53null 32C kill: 4%

Further structures:
SMILES	p53null 39C tox	p53null 32C kill
COc1ccc(C2CC(=O)C(C=NCCN3CCN(C(C)=O)CC3)=C(O)C2)cc1 (stereo not given)	-7%	2%
Cc1cccc(N2CCN(C(=O)Cn3cnc4c3c(=O)n(C)c(=O)n4C)CC2)c1C	10%	5%
Cc1cc(C)cc(OC(=O)CCN2C(=O)c3ccccc3C2=O)c1	-10%	-2%
COC(=O)C1CCN(c2cc(=O)n(Cc3ccc(F)cc3)c(=O)[nH]2)CC1	8%	-6%
Cn1c(=O)cc(SCC(=O)N2CCOCC2)c2ccc(Cl)cc21	3%	0%
c1ccn2c(CNc3ncnc4sccc34)nnc2c1	12%	1%
COc1ccccc1-n1c(CNc2ccc(F)cc2)nnc1SCC(=O)Nc1cc(C)on1	8%	3%
C=C(C)Cn1c(NCCOC)nc2c1c(=O)[nH]c(=O)n2C	-7%	-5%
CN(c1ccc(C(=O)NCc2cccnc2)cc1)S(C)(=O)=O	25%	2%
Cc1cc(N2CCOCC2)nc2ccccc12	0%	2%
Cc1ccc(N=C2CCCN2Cc2ccccc2)c(C#N)c1	-15%	-20%
C=CCNC(=O)c1c(Cl)cccc1Cl	1%	-5%
CCOC(=O)c1c2n(c3ccc(O)cc13)CCC2	10%	0%
Cc1cccc(NC(=O)CSc2nnc(-c3cc(C)n(-c4ccccc4)c3C)o2)c1C	-22%	-6%
COc1ccccc1N1CCN(C(=O)c2cc(-c3ccc(Cl)c(Cl)c3)on2)CC1	-2%	-2%
N#CCCN(CCC#N)C(=O)COc1ccc(Cl)cc1Cl	-7%	-4%
CCOC(=O)CN(C(=O)Cn1nnc(-c2ccc(OC)cc2)n1)C(C(=O)NC1CCCC1)c1ccc(F)cc1 (stereo not given)	-6%	-4%
COc1ccc(CC(=O)OCn2nnc3ccccc3c2=O)cc1	28%	5%
Cc1cc(OCC(C)C)ccc1/C(O)=C1/C(=O)C(=O)N(Cc2cccnc2)C1c1ccncc1 (stereo not given)	0%	1%
O=C(O)c1cccc(N2C(=O)C3CC=CCC3C2=O)c1 (stereo not given)	16%	6%
Cc1cccc(NC(=O)C2CCCC2)c1	-6%	-4%
COC(=O)NCC(c1cccnc1)N1CCOCC1 (stereo not given)	4%	4%
CCOc1ccccc1C(C(=O)NC1CCCC1)N(Cc1ccco1)C(=O)CNC(=O)c1ccco1 (stereo not given)	5%	2%
Cc1c(Cl)cnc(NC(=O)COC(=O)c2nn(C)c(=O)c3ccccc23)c1Cl	32%	-2%
CC(C)(C)c1nc2ccccc2c(=O)n1N1C(=O)c2ccccc2C1=O	20%	11%
Cc1cccc(Nc2ncnc3nc[nH]c23)c1C	2%	-1%
Cc1cc(NC(=O)CCc2ccc(S(=O)(=O)N3CCOCC3)cc2)n(-c2ccccc2)n1	9%	-3%
CC(=O)c1ccccc1OCCn1nnc(-c2ccc(C)cc2)n1	0%	-2%
COc1ccc(CN(C(=O)c2cnccn2)C(C(=O)NC(C)(C)C)c2cc(OC)c(OC)c(OC)c2)cc1 (stereo not given)	11%	-3%
CCN(CC)C(=O)CSc1nnc(-c2ccco2)o1	0%	-11%
Cc1onc(-c2ccccc2)c1C(=O)n1cc(Br)cn1	10%	0%
O=C1c2ccccc2C(=O)N1CCCc1c[nH]c2ccccc12	-13%	2%
COCCNC(=O)CSc1nc2cc(OC)c(OC)cc2c(=O)n1CCC1=CCCCC1	-4%	-4%
Cc1cc(C)nc(Nc2n[nH]c(Cc3ccccc3)n2)n1	0%	4%
CC(=O)N1CCC(=NNC(=O)CSc2cc(C)c(Br)cc2C)CC1	29%	5%
COc1nc(N(CC(N)=O)S(=O)(=O)c2ccccc2)nc(C)c1Cl	7%	-1%
CCOc1nc(SC(C(C)=O)C(=O)Nc2ccccc2)nc(N(C)C)n1 (stereo not given)	-5%	-3%
COc1ccc(C(CC(=O)O)NC(=O)OC(C)(C)C)cc1 (stereo not given)	-2%	0%
O=C(O)C1CCCN1C(=O)c1cccs1 (stereo not given)	7%	-1%
CCC(C)Nc1nc2c(c(=O)n(C)c(=O)n2C)n1Cc1cccc(C)c1 (stereo not given)	-14%	-8%
COc1ccccc1C(=O)Nc1nc2ccc(S(C)(=O)=O)cc2s1	19%	-8%
COc1ccc(-n2c(=O)[nH]cc(C(=O)N3CCc4ccccc43)c2=O)cc1	12%	15%
Cc1csc(=O)n1CC(=O)OCc1cccc2ccccc12	6%	-7%
CC(C)(C)c1cc(OC(=O)c2ccncc2)ccc1O	-18%	-6%
Cc1nccn1CCCN1C(=O)OC2(CCCCC2)C1(C)O (stereo not given)	-1%	-10%
CC1CCCC(C)N1C(=O)c1cc(-c2cccs2)on1 (stereo not given)	5%	-9%
COC(=O)C1=C(C)NC(=S)N(C(C)=O)C1c1ccccc1 (stereo not given)	-9%	10%
Cc1cnc(C(=O)OCC(=O)Nc2ccc(Cl)cc2Cl)cn1	32%	4%

In the list so far, 5 contain a furan ring, fused or not.
SMILES	p53null 39C tox	p53null 32C kill
COc1ccc(-c2ccc(-c3noc(-c4ccco4)n3)c(OC)n2)cc1	-22%	-14%
S=c1[nH]nc(-c2ccco2)n1/N=C/c1ccc(Cl)cc1	23%	-2%
Cc1occc1C(=O)NCc1cccs1	-10%	-7%
CCOc1ccccc1C(C(=O)NC1CCCC1)N(Cc1ccco1)C(=O)CNC(=O)c1ccco1 (stereo not given)	5%	2%
CCN(CC)C(=O)CSc1nnc(-c2ccco2)o1	0%	-11%

Carrying on:
SMILES	p53null 39C tox	p53null 32C kill
O=C(NC1CCCCC1)C(c1ccncc1)N(C(=O)Cn1nnc(-c2cccs2)n1)C1CCCC1 (stereo not given)	2%	6%
O=C(NCCCCCCNC(=O)c1ccc(Br)s1)c1ccc(Br)s1	16%	-5%
CCCS(=O)(=O)NCc1cn2cccc(C)c2n1	3%	-5%
CC(=O)N1CCc2c(sc(NC(=O)CN3C(=O)CCC3=O)c2C(N)=O)C1	17%	3%
CCc1nnc(NC(=O)CSc2nnc(-c3ccc(S(=O)(=O)N4CCCC4)cc3)n2CC)s1	20%	1%
CCCNC(=O)N1CCN(c2ncccn2)CC1	15%	6%
COC(=O)c1ccc(CSc2nc3c(cnn3-c3ccc(F)cc3)c(=O)[nH]2)o1	1%	8%
CCOC(=O)CNC(=O)c1sc(NC(=O)c2ccccc2)nc1C	-11%	-4%
CCN1C(=O)c2ccc(C(=O)O)cc2C1=O	5%	-2%
O=C1Nc2ccccc2/C1=N\c1sc2c(c1C(=O)Nc1ccccc1)CCCC2	4%	10%
CCOc1ccc(-c2nc(-c3cccnc3)no2)cc1	-21%	?
CC(=O)N=C(N)Sc1nc2ccccc2[nH]1	-29%	-17%
CCNC(=S)N1CCN(CC(=O)Nc2ccc(Br)cc2)CC1	10%[1.84 µM]	2%
Cc1ccc(Nc2ncnc3sc(C)c(C)c23)cc1	7%	-6%
CCc1ccc(N2CC34C=CC(O3)C(C(=O)OC(C)C)C4C2=O)cc1 (stereo not given)	13%	8%
CC(c1ccccc1)n1cc(C(=O)NCCN2CCOCC2)nn1 (stereo not given)	-3%	-3%
Cc1ccc(OCCN2CCN(CC(O)Cn3c4ccccc4c4ccccc43)CC2)cc1 (stereo not given)	3%[1.84 µM]	?
O=S(=O)(c1ccc(Cl)cc1)N1CCCC1c1nc(-c2ccc(Cl)cc2)no1 (stereo not given)	12%	2%
CCCN(CCC)S(=O)(=O)c1ccc(C(=O)Nc2nc3c(s2)CCc2ccccc2-3)cc1	4%	2%
CC(=O)c1ccc(-n2nnnc2SCC(=O)N2CCc3ccccc3C2)cc1	-17%	-5%
CCCOc1ccc(N2C(=O)CC(SC(=NCC)Nc3cccc(F)c3)C2=O)cc1 (stereo not given)	-9%	5%
Cc1cc(C)n(C(=O)Cn2nc(C(F)F)cc2C)n1	-8%	2%
Cc1cc(C)c2c3c(sc2n1)C1(CCSCC1)C(C#N)=C(N)O3	-5%	3%
Fc1ccc(-c2oncc2-c2nnnn2-c2ccccc2)cc1F	23%	1%
COC(=O)CC(=O)Cc1nc(N)nc(Nc2ccc(C)c(C)c2)n1	20%	4%
CN(CCCNC(=O)c1ccc(N2CCCC2=O)cc1)c1ccccc1	13%	9%
CCOC(=O)C1CCN(C(=O)CCCCn2c(=O)[nH]c3ccccc3c2=O)CC1	-2%	1%
CCOC(=O)c1sc(NC(=O)COC(=O)Cn2cnc3ccccc32)c(C(=O)OCC)c1C	3%	9%
OCCNc1nc(Nc2ccccc2)nc2ccccc12	9%	5%
O=C(NCC1(c2ccccc2)CCCC1)C1(c2ccccc2)CCCC1	14%	-2%
S=c1[nH]nc(-c2ccc(Cl)cc2)n1Cc1ccccc1	12%	4%
O=C(Nc1cc(Cl)ccc1N1CCOCC1)c1cnccn1	3%	5%
Cc1ccccc1OCC(O)Cn1nnc2ccccc21 (stereo not given)	1%	-1%
O=C(N/N=C/C=C/c1ccccc1)C1CC1c1ccccc1 (stereo not given)	3%	4%
